Screening results from PubChem.
MITF inh = human MITF inhibition, primary screen | O75030 | AlphaScreen MITF homodimerization, bead proximity signal | inhibition, % at 2.6 µM | actives 0.91% (n = 650,000) | AID 1259374; in the data active = inhibition above about 50%;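 note: 0% = vehicle wells with protein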
TEAD-YAP inh = TEAD-YAP interaction inhibition | actives 1.4% (n = 640,000) | inhibition, % at 9.12 µM | HEK-TIYL cells, TEAD-Gal4/YAP UAS-luciferase luminescence | AID 1259422; in the data active = inhibition above about 32%;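 note: 0% = median of test compound wells and 100% = reference inhibitor wells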
GPR151 ag = activators of human GPR151. PathHunter beta-arrestin GPR151 cells, luminescence. AID 1508602. actives 1% (n = 650,000). activation, % at 11.2 µM; in the data active = activation above about 4.9%;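 note: 0% = median of compound wells and 100% = cells with positive control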
Target sequence (Q8TDV0 whole entry, looked up): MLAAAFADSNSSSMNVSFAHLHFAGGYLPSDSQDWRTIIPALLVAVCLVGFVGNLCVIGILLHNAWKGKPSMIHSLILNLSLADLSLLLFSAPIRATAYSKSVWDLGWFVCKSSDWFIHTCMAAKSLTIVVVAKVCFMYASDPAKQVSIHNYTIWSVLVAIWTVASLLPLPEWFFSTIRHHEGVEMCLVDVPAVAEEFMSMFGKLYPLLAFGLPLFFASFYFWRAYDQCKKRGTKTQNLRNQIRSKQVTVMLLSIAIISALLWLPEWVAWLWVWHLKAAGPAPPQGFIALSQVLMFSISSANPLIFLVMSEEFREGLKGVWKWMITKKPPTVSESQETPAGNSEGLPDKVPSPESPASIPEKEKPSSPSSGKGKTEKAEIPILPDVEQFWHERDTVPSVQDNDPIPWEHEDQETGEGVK
FBW7 act = human FBW7 E3 ligase activation, primary screen | AlphaScreen FBW7–phospho-cyclin E peptide binding, activator screen | actives 0.13% (n = 650,000) | AID 1259310 | normalized activity (activation), % at 26.1 µM; in the data active = normalized activity above about 1.9%;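 note: purified mutant Fbw7 with reduced substrate affinity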
Target sequence (Q969H0 whole entry, looked up): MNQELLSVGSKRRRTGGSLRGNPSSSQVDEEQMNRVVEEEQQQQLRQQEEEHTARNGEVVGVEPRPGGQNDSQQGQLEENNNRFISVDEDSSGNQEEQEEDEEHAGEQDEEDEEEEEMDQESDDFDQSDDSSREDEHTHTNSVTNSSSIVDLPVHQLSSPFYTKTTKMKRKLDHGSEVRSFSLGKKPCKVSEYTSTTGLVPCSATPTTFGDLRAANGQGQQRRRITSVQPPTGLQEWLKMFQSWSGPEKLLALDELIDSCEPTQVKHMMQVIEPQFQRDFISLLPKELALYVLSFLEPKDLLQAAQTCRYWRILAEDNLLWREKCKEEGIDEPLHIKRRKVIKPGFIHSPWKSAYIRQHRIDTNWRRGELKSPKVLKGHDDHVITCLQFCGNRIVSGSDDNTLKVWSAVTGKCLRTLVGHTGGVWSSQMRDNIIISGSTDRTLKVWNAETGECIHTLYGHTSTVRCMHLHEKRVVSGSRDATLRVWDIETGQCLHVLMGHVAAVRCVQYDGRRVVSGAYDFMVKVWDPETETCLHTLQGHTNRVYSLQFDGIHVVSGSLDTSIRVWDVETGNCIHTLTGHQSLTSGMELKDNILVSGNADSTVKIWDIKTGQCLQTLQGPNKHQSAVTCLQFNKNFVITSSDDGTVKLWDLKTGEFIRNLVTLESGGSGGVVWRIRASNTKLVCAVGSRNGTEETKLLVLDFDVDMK
* marks the source's active call; other numbers are inactive results; & = joins results of further samples.

SMILES	MITF inh	TEAD-YAP inh	GPR151 ag	FBW7 act
COc1ccc(C2C3=C(CC(C)(C)CC3=O)OC3=C2C(=O)CC(C)(C)C3)c(OC)c1	41	9	1.5	0.1
COC(CNC(=O)c1cccc(NS(=O)(=O)c2ccc(Cl)cc2)c1)OC	5	1	-1.5	0.0
O=C(NCCc1nc(-c2ccncc2)n[nH]1)c1nccc2ccccc12	10	-8	-0.1	0.4
Cc1ccc(CCNC(=O)NCc2noc3ccccc23)cc1	0	-12	-1.3	-0.1
O=C1N[C@@H](Cc2ccc(Cl)cc2)C(=O)N2C[C@@H](NCc3nc4ccccc4s3)C[C@@H]12	0	3	1.0	-0.1
Cn1c(=O)c2c(nc(Br)n2Cc2cccc(Br)c2)n(C)c1=O	15	22	1.8	0.6
CCOc1ccc(C(=O)Nc2ccc(O)c(-c3nc4cc(C)ccc4o3)c2)cc1	5	-2	-1.2	0.2
Cc1nnc2c(NC3CCCCC3)nc3ccccc3n12	-10	-11	-0.5	-0.1
O=C1CCCC2=C1C(c1cccc(Br)c1)NC(=S)N2 (centres undefined)	-4	-2	-0.5	0.0
CN(C)c1nc2nonc2nc1N(C)Cc1nc2ccccc2o1	10	5	0.2	0.1
O=C(Nc1ccc([N+](=O)[O-])cn1)c1ccc(COc2ccc(F)cc2)o1	-3	0	0.2	-0.1
NS(=O)(=O)c1ccc2nc(NC(=O)COc3ccc(Cl)cc3Cl)sc2c1	4	-4	-0.9	0.9
Cc1nc2sc(C(c3ccc(Br)cc3)N3CCOCC3)c(O)n2n1 (centres undefined)	-7	-3	-0.1	0.3
Cc1ccc(N2C(=O)CC(c3cccc([N+](=O)[O-])c3)C3=C2CCCC3=O)cc1 (centres undefined)	-18	-25	-0.1	0.0
CCN1C(=O)N(CC)C(NNC(N)=S)C1NNC(N)=S (centres undefined)	-9	90*	1.2	-0.1
O=C1C2C(C(=O)N1/N=C/c1cccc(I)c1)C1C=CC2C12CC2 (centres undefined)	-4	-2	1.2	-0.1
O=C1c2cccc([N+](=O)[O-])c2C(=O)N1CNc1ccc(C23CC4CC(CC(c5ccccc5)(C4)C2)C3)cc1	9	3	0.9	0.0
COc1ccc(N(C(=O)C2CCCCC2)C2C=CS(=O)(=O)C2)c(OC)c1 (centres undefined)	-7	-9	-0.3	-0.2
O=C(Oc1ccc(-c2nc3ccccc3c(=O)o2)cc1)c1ccc(C(=O)Oc2ccc(-c3nc4ccccc4c(=O)o3)cc2)cc1	0	-1	0.0	0.2
COc1cc(C)ccc1OCCOc1ccccc1C=O	-31	-36	-1.3	0.2
COc1ccc(/C(N)=N/OC(=O)c2cccc([N+](=O)[O-])c2)cc1	-10	-5	0.8	0.0
O=C(O)CN1CC2([N+](=O)[O-])C=C(C(=O)O)CC([N+](=O)[O-])(C1)C2 (centres undefined)	-9	-1	-0.7	0.0
Cc1ccc(F)cc1N1C(=O)CSC1c1ccccc1[N+](=O)[O-] (centres undefined)	1	2	0.1	0.3
Cc1ccc(CN2CCN(CC(=O)NCCCSC3CCCCC3)C2=O)cc1	0	5	3.7	-0.1
O=C1NC(c2ccccc2)=NC1(Nc1nc2ccccc2s1)C(F)(F)F (centres undefined)	5	-56	0.9	0.5

The closing 6 compounds of the section before are carried over, then new ones follow.
SMILES	MITF inh	TEAD-YAP inh	GPR151 ag	FBW7 act
COc1cc(C)ccc1OCCOc1ccccc1C=O	-31	-36	-1.3	0.2
COc1ccc(/C(N)=N/OC(=O)c2cccc([N+](=O)[O-])c2)cc1	-10	-5	0.8	0.0
O=C(O)CN1CC2([N+](=O)[O-])C=C(C(=O)O)CC([N+](=O)[O-])(C1)C2 (centres undefined)	-9	-1	-0.7	0.0
Cc1ccc(F)cc1N1C(=O)CSC1c1ccccc1[N+](=O)[O-] (centres undefined)	1	2	0.1	0.3
Cc1ccc(CN2CCN(CC(=O)NCCCSC3CCCCC3)C2=O)cc1	0	5	3.7	-0.1
O=C1NC(c2ccccc2)=NC1(Nc1nc2ccccc2s1)C(F)(F)F (centres undefined)	5	-56	0.9	0.5
C=C(C)CSc1nc2c(c(=O)n1-c1ccccc1C)C1(CCCC1)Cc1ccccc1-2	4	4	1.5	0.0
Cc1ccc(-n2cnc(/N=C/N(C)C)c2C(=O)c2ccccc2)cc1	7	1	-0.9	-0.2
CCCCOCC1CC2(CC(C)(c3csc(Nc4ccccc4)n3)OC2=O)C(=O)O1 (centres undefined)	0	0	1.4	-0.4
CCc1ccc(NC(=S)N(Cc2ccccc2Cl)C2CCCC2)cc1	1	7	-0.1	0.0
Cc1cc(Br)cc(C)c1N1C(=O)C2C3CCC(C3)C2C1=O (centres undefined)	-11	0	0.3	0.0
Cc1cc(-n2c(SCC(=O)Nc3ccccc3C(F)(F)F)nc3n[nH]c(C)c3c2=N)ccc1Cl	-2	0	0.2	0.0
CCOc1ccc(NC(=O)Nc2ccccc2C(F)(F)F)c([N+](=O)[O-])c1	15	-2	0.8	0.0
COC(=O)[C@@H]1CCCN1C(=O)Cc1ccc(N2CCC(NCc3cnn(C)c3)CC2)cc1	-17	-2	-0.2	0.0
COc1ccc(CNC(=O)/C(C#N)=C/c2cc(Br)ccc2O)cc1	10	1	-0.8	0.7
COc1cc2c(cc1NC(=O)CSc1nnnn1-c1ccccc1)oc1ccccc12	-9	-5	-0.1	-0.1
Cc1c(Cl)cccc1NC(=O)CN(c1ccccc1Br)S(C)(=O)=O	2	-3	0.9	0.0
CCOC(=O)C1=C(c2ccccc2)N=c2s/c(=C\c3ccc(OCc4ccc(F)cc4)cc3)c(=O)n2C1c1cccc(OC)c1OC (centres undefined)	-5	-4	0.1	0.3
COc1ccccc1NC(=S)N(CCN1CCCCC1)Cc1ccco1	6	5	-1.0	0.1
C=CCn1c(SCC(=O)Nc2cccc(SC)c2)nnc1-c1ccccc1O	-6	10	5.7*	0.0
CCn1c(O)c(C2=NCCCC2)c2ccccc21	-15	-4	1.1	-0.2
O=C(COC(=O)c1ccc(OC(F)F)cc1)NC(=O)NC1CCCC1	-9	-3	1.8	0.1
COc1cc(/C=N/NC(=O)COc2ccccc2[N+](=O)[O-])ccc1OC(=O)c1ccccc1	-9	-10	-1.2	-0.1
CCOC1(OCC)N=C(N)C2(C#N)C3(CCCCC3)C12C#N (centres undefined)	10	-3	-1.3	-0.1
CC12CC3(C)CC(CC(=O)O)(C1)CC(CC(=O)O)(C2)C3	15	0	-0.7	-0.1
CN(Cc1ccccn1)C(=O)CCc1nnc(CCCCc2ccccc2)o1	-5	-5	-0.2	-0.1
CCOC(CCNC(=O)c1cc2c(=O)[nH]c3ccccc3c2s1)OCC	-11	3	-0.2	0.4
O=C1NC(=S)N/C1=C\c1c(F)cccc1F	19	-7	0.1	0.2
Cc1cccc(N(CC(=O)NCCSCc2ccc(Cl)cc2)S(C)(=O)=O)c1C	7	3	-1.4	-0.1
CC(C)c1ccc(/C=C(\NC(=O)c2ccccc2)C(=O)NCCN2CCOCC2)cc1	-4	1	1.0	-0.2
CN1CCN(c2ccccc2NC(=O)c2ccc(N3CCCC3)c([N+](=O)[O-])c2)CC1	12	-3	-1.3	0.0

Filtered by structure, those above containing a COOH group (2)
SMILES	MITF inh	TEAD-YAP inh	GPR151 ag	FBW7 act
O=C(O)CN1CC2([N+](=O)[O-])C=C(C(=O)O)CC([N+](=O)[O-])(C1)C2 (centres undefined)	-9	-1	-0.7	0.0
CC12CC3(C)CC(CC(=O)O)(C1)CC(CC(=O)O)(C2)C3	15	0	-0.7	-0.1

Later entries:
SMILES	MITF inh	TEAD-YAP inh	GPR151 ag	FBW7 act
COc1ccc(NC(=O)CSc2nnc(-c3ccccc3)c(-c3ccccc3)n2)cc1	16	-3	1.8	0.0
O=C1CC(c2ccccc2)CC2=C1C(c1ccc(Cl)c([N+](=O)[O-])c1)Nc1ccccc1N2 (centres undefined)	1	-4	2.8	-0.8
Cc1ccc(OCC(O)CN2C(C)(C)CC(O)CC2(C)C)c(C)c1 (centres undefined)	-9	-5	4.2	0.0
CC(=O)N1CCc2ccc(NC(=O)C3CCCC3)cc2C1	-9	-13	-1.1	0.1
CC(=O)c1ccc(NC(=O)CSc2ncnc3c2nnn3Cc2ccccc2F)cc1	-1	24	1.0	-0.3
O=[N+]([O-])c1ccc(C(F)(F)F)cc1S(=O)(=O)Cc1ccccc1	5	9	4.8	-0.1
C[C@H]1C(=O)N2CCN(Cc3ccc(Cl)s3)C[C@@H]2C(=O)N1C	16	2	-0.5	1.3
CC1CCCC(NC(=O)c2cccnc2SCc2cccc(F)c2)C1C (centres undefined)	13	-3	-0.4	-0.1
COc1ccc(COc2ccc3ccc(=O)oc3c2)cc1	11	-44	0.6	0.3
CCOc1ccc(S(=O)(=O)N(CC(=O)Nc2ccc3c(c2)OCO3)c2ccc(C)cc2)cc1	-5	2	3.2	-0.3
Cc1oc2c(c1C(=O)N1CCOCC1)C(=O)c1ccccc1C2=O	10	30	-0.4	-0.2
Cc1cccc(C)c1NC(=O)CCS(=O)(=O)c1ccc2c(c1)SCC(=O)N2	10	4	3.0	0.0
CCOC(=O)c1cnc2ccccc2c1Nc1ccc(C)cc1	-5	4	0.5	0.0
COCCNC(=O)c1ccc(Cn2c(SCC(=O)NCc3ccccc3)nc3ccc(Br)cc3c2=O)cc1	6	6	0.0	-0.2
O=S(=O)(c1ccccc1)c1nnn2c1nc(N1CCCCC1)c1ccccc12	-2	-5	-1.1	0.2
COc1ccccc1N1C(=O)c2ccc(C(=O)Nc3ccc(C(=O)O)cc3)cc2C1=O	-5	-5	-0.4	-0.1
CC(C)C[C@H]1NC(=O)[C@H]2CN(Cc3cccc4cccnc34)CCN2C1=O	1	4	0.2	-0.1
CCC(CC)NC(=O)CCc1nc2ccccc2c(=O)[nH]1	10	5	-1.8	0.2
CCc1nn2c(C3CCCNC3)ccnc2c1-c1cccs1 (centres undefined)	-15	3	0.0	0.5
O=C(NCCc1ccc(O)cc1)c1ccnc(Nc2ccccn2)c1	6	6	0.9	-0.1
CCNC(=O)n1cc(-c2ccncn2)c(-c2ccccc2)n1	12	5	-1.2	0.3
Cc1cccc(NC(=O)C2C3C=CC4(O3)C2C(=O)N(CCCOC(C)C)C4C(=O)NC2CCCC(C)C2C)c1 (centres undefined)	4	2	1.9	0.0
COCCNC(=O)C1CCN(S(=O)(=O)N2CCC(C)CC2)CC1	10	8	-0.6	0.2
Cc1nnc(SCC(=O)N2CCN(S(=O)(=O)c3ccccc3)C2)s1	4	8	-1.0	-0.1
COc1cccc(C(=O)Nc2ccc(NC(=O)C(C)(C)C)cn2)c1	11	14	-0.7	-0.2

(next part)
SMILES	MITF inh	TEAD-YAP inh	GPR151 ag	FBW7 act
COc1ccc(C(=O)NCc2nnnn2C2CCCCC2)cc1	-1	5	-1.3	-0.3
Brc1cccc(-c2nnc(CN3CCOCC3)o2)c1	-3	-8	-0.9	-0.4
COC1CCC(C(=O)N2CCc3nc(N4CCCC4)[nH]c(=O)c3C2)CC1 (centres undefined)	4	7	0.1	0.2
CCn1c(=O)cc(N2CCOCC2)[nH]c1=O	-12	4	-1.8	0.1
Cc1cc(NC(=O)CSc2nnc(NC(=O)c3ccc(OC(C)C)cc3)s2)no1	17	1	-0.7	0.0
CCCCCCc1ccc(C(=O)Nc2nc3ccc(OC)cc3s2)cc1	12	-2	-1.8	0.0
N#C/C(=C\c1cn(CC(=O)N2CCOCC2)c2ccccc12)C(=O)NCc1ccccc1	14	6	-0.3	0.1
Fc1ccc2nc(Nc3nnc(-c4ccccc4)o3)sc2c1	15	-2	2.8	0.0
CCc1ccc2c(c1)[C@H]1OCC[C@H]1[C@@H](c1cccs1)N2	17	47*	1.2	0.0
CC1(C)CC(NC(=S)Nc2cccc(Cl)c2)CC(C)(C)N1	10&-12	-7&-6	1.5&0.1	0.1&-0.2
C=CCN1CCN(C(c2nnnn2C2CCCC2)C(C)C)CC1 (centres undefined)	-2	-16	-0.7	0.6
O=C1c2cccc3cccc(c23)C(=O)N1CCCSc1nnnn1-c1ccccc1	-16	-6	1.0	-0.2
COC(=O)C1=C(C)N(Cc2cccnc2)C(=O)/C1=C\c1ccc(OC)c(OC)c1	2	-2	1.0	-0.1
Cc1ccc(-n2nnc3c(SCC(=O)N4CCOCC4)ncnc32)cc1	-7	2	-0.1	0.0
Cc1cccnc1C(NC(=O)C1CCN(C(=O)N2CCCC2)CC1)c1cccs1 (centres undefined)	15	1	0.7	0.4
CCC(COC)NC(=O)CCc1nnc(-c2cc3ccccc3[nH]2)o1 (centres undefined)	-3	1	1.2	-0.1
CC(C)(C)c1ccc(C(=O)N2CCC(C(=O)Nc3ccc4c(c3)OCO4)CC2)cc1	1	-13	-0.1	-0.1
O=C(Nc1ccc(Oc2ccccc2)cc1)c1ccnc(-c2ccc(N3CCOCC3)nc2)c1	0	-3	-1.7	0.1
O=C(O)c1ccc(NC(=O)C(F)(F)F)cc1	-5	-6	0.0	-0.1
CC(=O)N1c2ccccc2NC2=C(C(=O)CC(C)(C)C2)C1c1ccccc1OCc1ccccc1 (centres undefined)	-10	12	-0.9	-0.1
Cc1ccc2nsnc2c1NC(=O)c1cncc(Br)c1	7	10	0.4	0.1
CCN(CCCNC(=O)Cn1ncc2c(=O)oc3ccccc3c21)c1cccc(C)c1	3	2	1.0	-0.1
O=C(CN1C(=O)NC2(CCSC2)C1=O)c1ccc(S(=O)(=O)N2CCCC2)cc1 (centres undefined)	-4	0	-1.2	0.0
COc1ccc(C(CC(=O)O)C(=O)O)cc1 (centres undefined)	-11	-6	0.1	-0.1
CC(C)(C)OC(=O)CSc1nn2c(=O)c(C(C)(C)C)nnc2s1	-8	0	-1.5	-0.1

Three compounds from above, reduced to GPR151 ag and FBW7 act.
Structure,GPR151 ag,FBW7 act
COC1CCC(C(=O)N2CCc3nc(N4CCCC4)[nH]c(=O)c3C2)CC1 (centres undefined),0.1,0.2
COc1ccc(C(=O)NCc2nnnn2C2CCCCC2)cc1,-1.3,-0.3
O=C1c2cccc3cccc(c23)C(=O)N1CCCSc1nnnn1-c1ccccc1,1.0,-0.2
